Compound activity as filed in PubChem BioAssay.
NR2E3 ag-1 – NR2E3 (human) agonism; inhibition of corepressor binding, % at 4.78 µM; GST-NR2E3/biotin-RetCOR TR-FRET, 1536-well; Q9Y5X4; 320,000 tested, 0.12% active; AID 2300;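 active = percent inhibition above the cutoff of mean plus 3 SD of all tested compounds, set per screening campaign, cut at about 20% in these data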;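 also: 0% = DMSO wells and 100% = biotin wells as full block of FRET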
Target sequence (Q9Y5X4 whole entry, looked up): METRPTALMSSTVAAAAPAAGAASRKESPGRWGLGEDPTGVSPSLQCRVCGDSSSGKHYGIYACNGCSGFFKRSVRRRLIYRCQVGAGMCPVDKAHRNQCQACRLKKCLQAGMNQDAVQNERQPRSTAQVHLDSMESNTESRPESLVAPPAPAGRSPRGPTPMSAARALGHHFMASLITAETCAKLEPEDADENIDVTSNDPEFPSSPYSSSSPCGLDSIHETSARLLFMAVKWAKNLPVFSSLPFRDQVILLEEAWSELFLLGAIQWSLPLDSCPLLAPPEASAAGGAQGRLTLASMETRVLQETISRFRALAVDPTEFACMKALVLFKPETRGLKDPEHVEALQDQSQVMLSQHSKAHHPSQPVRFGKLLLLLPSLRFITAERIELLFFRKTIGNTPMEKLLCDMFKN
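System: GST-tagged NR2E3 plus biotinylated RetCOR corepressor; Buffer or medium: pH 7.5 Tris-based buffer; Probe or stimulus: RetCOR corepressor, biotinylated, 7 nM; Doses: compound at 4.8 µM, single dose; Schedule: 5 h incubation at 4 °C; Technique: time-resolved FRET; Evaluation: percent inhibition of TR-FRET ratio; Replication: one well per compound, singlicate testing.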
TRPM1 prom inh – inhibitors of MITF-driven TRPM1 promoter in melanoma cells | SK-MEL-5 TRPM1 promoter luciferase, 24 h | inhibition, % at 12.5 µM | 330,000 tested, 0.83% active | AID 488899;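 active = mean inhibition across replicates of 60% or more, whatever share of single replicates reaches that level; inconclusive = some that reach 60%, reason not given; inactive = mean inhibition across replicates below 60%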; also: values of inactives mirror those of a sister screen read the other way
Peg3 promoter – reduces Peg3 promoter-driven luciferase expression in HeLa. 360,000 tested, 1.7% active. inhibition, % at 20 µM. HeLa PEG-Prom luciferase reporter, luminescence, overnight;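 active = inhibition of at least 50% at 20 µM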
PDI inh – inhibitors of human protein disulfide isomerase; AID 588391; PDI insulin aggregation turbidity, A650, 90 min; 350,000 tested, 0.052% active; P07237; inhibition, % at 10 µM;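 active = mean inhibition across replicates of 30% or more, whatever share of single replicates reach that level; inconclusive = mean inhibition below 30% while every single replicate reaches 30%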;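 also: absorbance from insulin aggregation driven by PDI reduction with DTT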
Target sequence (P07237 whole entry, looked up): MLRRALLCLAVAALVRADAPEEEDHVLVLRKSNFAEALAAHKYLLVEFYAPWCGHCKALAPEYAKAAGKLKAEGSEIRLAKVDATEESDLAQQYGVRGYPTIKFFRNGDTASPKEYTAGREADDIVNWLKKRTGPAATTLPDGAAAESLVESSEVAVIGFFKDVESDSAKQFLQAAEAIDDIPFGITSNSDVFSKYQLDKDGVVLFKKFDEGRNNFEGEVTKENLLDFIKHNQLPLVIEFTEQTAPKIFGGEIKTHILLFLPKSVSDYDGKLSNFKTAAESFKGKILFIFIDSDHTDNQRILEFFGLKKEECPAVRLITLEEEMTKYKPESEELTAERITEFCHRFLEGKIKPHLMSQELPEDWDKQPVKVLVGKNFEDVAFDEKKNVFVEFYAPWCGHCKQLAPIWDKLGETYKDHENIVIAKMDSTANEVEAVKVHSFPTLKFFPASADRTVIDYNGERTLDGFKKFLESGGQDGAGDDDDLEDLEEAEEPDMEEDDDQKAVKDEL
CaV13 ICDI inh – Primary screen for inhibitors of IQ motif and Ca2+-dependent inactivation inhibitor domain binding in CACNA1D, Förster resonance energy transfer in living cells, …; inhibition, % at 12.3 µM; AID 743397; 340,000 tested, 0.098% active; HEK cells, CFP/YFP FRET ICDI-IQ, plate reader, 10 min; percent FRET-ratio fall versus neutral wells;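 active = mean replicate inhibition of at least 30% and at least 1% of replicates passing that level; inconclusive = only one of the two criteria is met; inactive = neither criterion is met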;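 also: 0% = median of the neutral control wells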
hiPSC survival – hiPSC single-cell survival enhancement; ATPlite luminescence; 100% = ROCK inhibitor wells, 0% = DMSO; survival enhancement, % at 20 µM; 360,000 tested, 0.044% active; in the data active = survival enhancement above about 18%;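 also: cells exposed to compounds for 16 hours before the ATP read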
HIF-2a block – HIF-2a inhibition. 786-0 RCC cells HIF-2a reporter, luciferase luminescence, overnight. inhibition, % at 18.8 µM. 360,000 tested, 0.72% active;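 active = inhibition of the luminescence signal of 40% or more relative to plate controls, in a single-dose primary screen at 18.75 µM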
Vif inh – inhibitors of HIV Vif. HEK293T cells, Vif self-association by quenched fluorescence, imaging, 24 h. 340,000 tested, 0.35% active. inhibition, % at 7.49 µM; in the data active = inhibition above about 50%, passing the limit was not always enough; inconclusive = no clear call, values can overlap the other calls; inactive = below about 31%; also: some results filed as inactive read as strong as hits
NR2E3 ag-2 – human photoreceptor-specific nuclear receptor agonism; Q9Y5X4; AID 602229; inhibition of corepressor binding, % at 3.98 µM; CHO-S Gal4-NCOR/VP16-NR2E3 two-hybrid, luciferase; 360,000 tested, 0.35% active;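 active = inhibition above the mean of all tested compounds plus 3 SD, cut at about 70% in these data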;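 also: 0% = DMSO with NR2E3 transfected cells and 100% = cells lacking NR2E3 construct; higher means lower luciferase signal from less NR2E3 corepressor binding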
Exocytosis inh – blocks lytic granule exocytosis. TALL-104 LAMP-1 surface exposure, flow cytometry; cells stimulated with thapsigargin and PMA. inhibition, % at 10 µM. 360,000 tested, 0.66% active. AID 651702;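 active = inhibition above about 55%, limit read from the data; inconclusive = no clear call, values can overlap the other calls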
aDG glyco up – alpha-DG glycosylation activation; 360,000 tested, 0.22% active; AID 624168; activation, % at 10 µM; Pro5-aDG cells, alpha-DG glycosylation AlphaScreen (IIH6); 0% Pro5, 100% B10-LARGE cell signal;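 active = activation of at least 8% versus controls, or a plate z-score of at least 8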;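 also: Pro5 are CHO cells carrying HIG-tagged alpha-DG that lacks glycosylation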
* hit, by the source's call; ? = inconclusive; nt = not tested or not shown.

Codes – A = NR2E3 ag-1; B = TRPM1 prom inh; C = Peg3 promoter; D = PDI inh; E = CaV13 ICDI inh; F = hiPSC survival; G = HIF-2a block; H = Vif inh; I = NR2E3 ag-2; J = Exocytosis inh; K = aDG glyco up
COc1ccc(-c2nc3n(n2)C(=O)CC(c2ccco2)S3)cc1 (configuration not stated)
  A = 3.7; B = 9.8; C = 6.7; D = -7.1; E = nt; F = 0.1; G = -4.1; H = 12.5; I = -22.3; J = 16.5; K = 0.0

O=C(CSc1ncnc2scc(-c3ccccc3)c12)Nc1ccc(C(=O)O)cc1
  A = 2.5; B = -0.1; C = 9.4; D = 1.1; E = -15.4; F = -0.4; G = -0.1; H = 4.4; I = -12.1; J = 1.0; K = -0.1

COc1ccccc1NC(=O)CSc1nnnn1-c1ccc(C)cc1
  A = 0.9; B = 0.9; C = 9.6; D = -3.0; E = -5.9; F = -1.3; G = 4.5; H = -2.8; I = -13.5; J = 3.3; K = -0.1

C[C@@]1([C@@H](NC(=O)c2cccs2)c2ccc(-c3ccccc3)cc2)C[C@H]1C1CCCCC1
  A = 5.4; B = -19.8; C = -3.6; D = -1.8; E = -10.4; F = 1.3; G = 2.2; H = 10.1; I = -12.5; J = -4.4; K = 0.0

COc1cc(/C=N/n2nnnc2N)cc(OC)c1OC
  A = 5.6; B = 1.2; C = -4.8; D = -2.7; E = -15.2; F = -0.3; G = 18.6; H = -5.7; I = -10.8; J = 1.8; K = -0.1

CCN(CC(=O)NC1CCS(=O)(=O)C1)C(=O)/C=C/c1cccs1 (configuration not stated)
  A = -1.4; B = 11.1; C = -0.4; D = 2.4; E = 3.1; F = -0.3; G = 8.5; H = 2.8; I = 3.1; J = 0.8; K = -0.2

O=C(O)CCC(=O)Nc1ccc(N2CCOCC2)cc1
  A = 1.8; B = -2.1; C = 10.4; D = 5.1; E = -0.6; F = 8.4; G = -3.9; H = 6.3; I = -27.3; J = -0.9; K = 0.1

O=c1ccc(Oc2nc(N3CCCCC3)nc(N3CCCCC3)n2)n[nH]1
  A = -1.3; B = 10.2; C = 15.1; D = -4.1; E = -3.0; F = 0.9; G = 10.5; H = 9.6; I = -4.0; J = -0.4; K = -0.6

COc1ccc(C(=O)O/N=C2\C(=O)N(C)c3ccccc32)cc1
  A = 0.4; B = 8.1; C = -0.3; D = 2.1; E = -3.9; F = 0.4; G = 16.6; H = -0.3; I = -24.6; J = 66.3*; K = 0.0

CCN(C(=O)COC(=O)/C=C/c1cccc([N+](=O)[O-])c1)c1ccccc1
  A = 3.7; B = -9.2; C = 4.9; D = 3.0; E = -2.6; F = 0.3; G = 11.7; H = -0.3; I = -10.3; J = -6.0; K = 0.1

Cc1ccc(CNC(=O)c2cc(-c3ccccc3)nn2CC2CC(c3cccnc3)=NO2)cc1 (configuration not stated)
  A = 2.9; B = 7.4; C = 8.8; D = 2.3; E = -4.6; F = 2.0; G = 2.7; H = -7.3; I = 26.2; J = 4.5; K = -0.1

COc1ccc(C(=O)N(C)CCOc2ccc(Cl)cc2)cc1S(=O)(=O)N1CCCC1
  A = nt; B = nt; C = 7.1; D = 11.1; E = -4.6; F = 2.1; G = -0.7; H = -0.9; I = 12.5; J = 3.9; K = 0.2

Cc1ccc2c(c1)[C@@H](O)C[C@@H](C)N2N=O
  A = -2.1; B = 11.2; C = 13.5; D = -25.8; E = -7.1; F = -0.1; G = 7.2; H = -2.9; I = 12.7; J = 4.8; K = -0.1

CCc1ccc(-c2cc3c(=O)n(CC(=O)N4CCCCCC4)nc(C)n3n2)cc1
  A = 2.0; B = 10.2; C = -6.3; D = -6.7; E = -5.7; F = -0.6; G = 6.2; H = -1.9; I = -19.4; J = -11.8; K = 0.3

Cc1cc(C=O)c(C)c2c1[nH]c1ccccc12
  A = nt; B = 0.8; C = 2.0; D = 27.3; E = -7.3; F = 0.1; G = 27.7; H = -8.9; I = -11.0; J = 0.8; K = 0.2

C=CC[n+]1c(C)csc1Nc1ccc(C(=O)O)cc1
  A = 2.0; B = -2.7; C = -4.2; D = 16.3; E = -17.7; F = 1.5; G = -7.6; H = -7.7; I = -11.6; J = 7.3; K = -0.1

COCCNC(=O)C1(C)CCCN(Cc2ccc(Oc3ccccc3)cc2)C1 (configuration not stated)
  A = nt; B = nt; C = 4.3; D = 2.7; E = -5.5; F = -0.1; G = 11.4; H = -5.0; I = 19.7; J = 11.4; K = 0.3

COc1ccc(OC)c(S(=O)(=O)Nc2ccc(F)cc2)c1
  A = -1.5; B = -3.9; C = 5.0; D = 1.0; E = -6.8; F = -2.3; G = -13.4; H = 9.1; I = -5.0; J = -13.1; K = 0.0

CC(C)NC(=O)c1onc(CSc2nc3ccccc3[nH]2)c1C(=O)NC(C)C
  A = 0.6; B = 8.8; C = 2.9; D = 6.8; E = -13.8; F = 1.5; G = -4.4; H = nt; I = -21.1; J = -8.6; K = 0.6

CCc1nnc(NC(=O)c2ncc(Cl)c(Cl)c2Cl)s1
  A = 3.6; B = 5.3; C = -79.2; D = 4.1; E = -10.4; F = -0.2; G = -75.1; H = 2.1; I = 9.3; J = 1.8; K = 0.3

O=S(=O)(Nc1ncccn1)c1ccc(Nc2ncnc3ccccc23)cc1
  A = 0.7; B = 4.5; C = 17.4; D = -3.0; E = nt; F = 0.2; G = -3.5; H = -3.5; I = -27.1; J = 0.0; K = 0.0

CC(C)Oc1ccc(C(=O)NCc2ccco2)cc1
  A = -1.1; B = -39.2; C = -98.6; D = -1.7; E = -4.0; F = 0.7; G = -125.2; H = 0.8; I = -85.8; J = 0.9; K = 0.0

Brc1ccc(-c2c(-c3ccsc3)sc3ccccc23)cn1
  A = 7.8; B = -9.7; C = -6.3; D = 1.0; E = -6.4; F = 1.5; G = -61.1; H = 11.1; I = 14.1; J = -2.9; K = -0.1

O=C(NCC1CCCO1)c1ccc(N2CCCCC2)c([N+](=O)[O-])c1 (configuration not stated)
  A = 3.2; B = -29.6; C = -44.2; D = 4.2; E = -7.0; F = -0.2; G = -102.7; H = 5.5; I = -7.9; J = -3.2; K = -0.3

CCOC(=O)N1CCN(c2c(NCCOC)c(=O)c2=O)CC1
  A = 2.0; B = 2.2; C = 6.1; D = -0.5; E = -5.5; F = 0.4; G = 8.4; H = 2.6; I = -8.7; J = 5.8; K = -0.2

O=C(Nc1cccc(Br)c1)c1ccc2c(c1)SC1=NS(=O)(=O)CCN12
  A = 3.3; B = 0.7; C = 19.2; D = 10.7; E = -12.7; F = 0.0; G = 0.7; H = 1.4; I = -3.2; J = 0.7; K = 0.3

Cc1ccc(C(=O)N[C@H](C(=O)NC2CCCCC2)C(C)C)cc1
  A = nt; B = -3.3; C = -5.9; D = 2.7; E = -3.8; F = 0.6; G = -3.8; H = 0.9; I = -14.4; J = -5.4; K = -0.1

Cc1cc(SCC(=O)N2c3ccccc3NC(=O)CC2C)nc2ccccc12 (configuration not stated)
  A = nt; B = nt; C = 2.4; D = 3.6; E = -8.3; F = -3.8; G = 9.3; H = nt; I = -30.9; J = 1.4; K = -0.1

CN1CCN(C(=O)C(=O)c2cn(CC(=O)N3CCCC3)c3ccccc23)CC1
  A = 2.3; B = 4.0; C = 14.5; D = -9.4; E = -10.0; F = 0.5; G = 12.0; H = -5.5; I = -0.6; J = -2.2; K = -0.1

Cc1nc2cncc(Br)c2n1C
  A = 3.0; B = 6.6; C = 11.6; D = 5.3; E = -5.5; F = 1.4; G = -6.5; H = 1.2; I = -9.4; J = -3.0; K = -0.2

CC(=O)Nc1ccc(NC(=O)COC(=O)CCNS(=O)(=O)c2c(Cl)cccc2Cl)cc1
  A = nt; B = 3.7; C = 8.9; D = 4.3; E = -3.1; F = -0.2; G = -0.5; H = -1.2; I = 6.4; J = 0.0; K = 0.0

CCc1nc2ccc(C(=O)NCCCn3ccnc3)cn2c1N(C)C(=O)COc1ccccc1
  A = nt; B = nt; C = 3.8; D = -1.6; E = -5.2; F = -2.8; G = 9.7; H = 6.2; I = 10.6; J = ?; K = -0.1

Cc1c(C)n(CCCN(C)C)c2ncnc(NCc3ccccc3)c12
  A = -0.5; B = 3.6; C = 3.0; D = -3.1; E = -19.0; F = -0.5; G = 12.7; H = 3.5; I = -22.7; J = 26.0; K = 0.3

O=S(=O)(Nc1ccc(-c2cn3ccccc3n2)cc1)c1ccccc1
  A = -4.9; B = -32.0; C = -52.3; D = -8.6; E = -4.4; F = -0.4; G = -86.4; H = 0.2; I = 15.6; J = -2.9; K = 0.0

Cc1ccc(N2C(=O)Nc3ccc(Br)cc3C2(O)C(=O)NCCCN(C)C)cc1C (configuration not stated)
  A = 0.8; B = -14.3; C = 8.6; D = -6.7; E = -4.5; F = 1.9; G = 9.8; H = 23.4; I = -23.3; J = 0.9; K = 0.0

Cc1ccc(NC(=S)N2CCN(C)CC2)c(C)c1
  A = -1.7; B = -5.0; C = -5.8; D = -11.4; E = -2.5; F = 0.2; G = 22.4; H = 2.6; I = 7.5; J = -6.7; K = 0.2

COc1ccc(CNC(=O)COC(=O)CCC2CCCCC2)cc1
  A = -0.6; B = 1.3; C = 1.1; D = -2.2; E = -4.7; F = -1.0; G = 6.2; H = -7.1; I = 12.3; J = -2.2; K = -0.2

CCOC(=O)C1=NNC2C(=O)N(C3CCCCC3)C(=O)C12 (configuration not stated)
  A = 0.8; B = -6.9; C = 25.8; D = 7.7; E = nt; F = 0.1; G = 23.4; H = nt; I = -11.6; J = -0.7; K = 0.3

Cc1ccc(C(=O)C2C(c3ccc(-c4ccccc4[N+](=O)[O-])o3)NC(=O)NC2(O)C(F)(F)F)cc1 (configuration not stated)
  A = 0.4; B = -2.9; C = 19.6; D = 3.0; E = nt; F = -2.3; G = 20.8; H = 17.1; I = -6.6; J = 2.1; K = -0.4

CC(NS(=O)(=O)/C=C/c1ccccc1)C(=O)NCCc1ccc(S(N)(=O)=O)cc1 (configuration not stated)
  A = 0.2; B = -10.7; C = -6.9; D = 0.7; E = -2.7; F = -0.4; G = 2.2; H = 2.0; I = 18.8; J = 2.1; K = 0.0

Fetched one by one from above, 3 records:
Codes – A = NR2E3 ag-1; B = TRPM1 prom inh; C = Peg3 promoter; D = PDI inh; E = CaV13 ICDI inh; F = hiPSC survival; G = HIF-2a block; H = Vif inh; I = NR2E3 ag-2; J = Exocytosis inh; K = aDG glyco up
CCOC(=O)N1CCN(c2c(NCCOC)c(=O)c2=O)CC1
  A = 2.0; B = 2.2; C = 6.1; D = -0.5; E = -5.5; F = 0.4; G = 8.4; H = 2.6; I = -8.7; J = 5.8; K = -0.2

O=C(NCC1CCCO1)c1ccc(N2CCCCC2)c([N+](=O)[O-])c1 (configuration not stated)
  A = 3.2; B = -29.6; C = -44.2; D = 4.2; E = -7.0; F = -0.2; G = -102.7; H = 5.5; I = -7.9; J = -3.2; K = -0.3

C=CC[n+]1c(C)csc1Nc1ccc(C(=O)O)cc1
  A = 2.0; B = -2.7; C = -4.2; D = 16.3; E = -17.7; F = 1.5; G = -7.6; H = -7.7; I = -11.6; J = 7.3; K = -0.1
